Compound activity as filed in PubChem BioAssay.
CXCR6 block: CXCR6 receptor inhibitors, primary screen, cell-based, beta-arrestin, luminescence, CHO-K1 PathHunter, 1536-well | inhibition, % at 20 µM | hit rate 0.36% among 360,000; in the data active = inhibition above about 34%, passing the limit was not always enough;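 note: antagonist mode with CXCL16 agonist at 10 nM final; 0% = 10 nM CXCL16 with DMSO and 100% = unstimulated wells without agonist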
Target sequence (O00574 whole entry, looked up): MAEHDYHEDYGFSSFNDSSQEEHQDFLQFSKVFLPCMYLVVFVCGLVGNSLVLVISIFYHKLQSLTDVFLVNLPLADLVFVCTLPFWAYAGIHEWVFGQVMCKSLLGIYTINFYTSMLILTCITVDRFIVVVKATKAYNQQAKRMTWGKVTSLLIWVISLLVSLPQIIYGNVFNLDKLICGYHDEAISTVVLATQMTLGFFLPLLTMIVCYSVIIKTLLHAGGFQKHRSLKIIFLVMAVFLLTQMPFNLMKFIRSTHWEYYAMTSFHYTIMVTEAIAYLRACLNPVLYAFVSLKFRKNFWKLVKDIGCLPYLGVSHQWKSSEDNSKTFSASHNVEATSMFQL
EBI2 block: EBI2 receptor antagonists, beta-arrestin recruitment, primary screen, cell-based, luminescence, 7a,25-OHC stimulation, uHTS; 7a,25-OHC stimulated; inhibition, % at 5 µM; AID 651636, 2012; hit rate 0.81% among 360,000; in the data active = inhibition above about 38%;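 note: enzyme fragment complementation signal reports receptor beta-arrestin coupling in cells; 0% = agonist plus DMSO wells and 100% = wells without agonist; some results beyond the cut were filed as inactive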
Target sequence (P32249 whole entry, looked up, the tested form may be a part): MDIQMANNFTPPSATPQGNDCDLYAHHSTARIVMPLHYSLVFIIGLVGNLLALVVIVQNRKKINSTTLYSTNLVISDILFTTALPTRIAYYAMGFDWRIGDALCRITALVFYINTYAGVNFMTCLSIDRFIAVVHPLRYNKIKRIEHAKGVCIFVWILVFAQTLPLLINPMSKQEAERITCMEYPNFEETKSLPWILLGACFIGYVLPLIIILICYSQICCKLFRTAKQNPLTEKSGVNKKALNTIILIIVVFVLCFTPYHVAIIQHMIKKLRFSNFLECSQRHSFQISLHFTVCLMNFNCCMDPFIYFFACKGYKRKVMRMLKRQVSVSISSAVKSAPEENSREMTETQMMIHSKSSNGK
Active calls of the source: *.

SMILES	CXCR6 block	EBI2 block
CCN(CC)C(=O)C1=C(C)N(CCC2=CCCCC2)C(=O)C(CC(=O)NCCc2ccccn2)C1 (stereo not given)	2	-1
CC(C)=CC(=O)N1CCC(Oc2cccc(C(=O)NCc3ccccn3)c2)CC1	-4	-15
O=C1Nc2ccccc2N=C(c2ccccc2)C1N(C(=O)c1ccnc2ccccc12)c1ccccc1 (stereo not given)	4	1
CCC(Sc1nc2ccsc2c(=O)n1Cc1ccc(C(=O)O)cc1)C(=O)Nc1ccc(Cl)cc1 (stereo not given)	2	5
O=C1NC[C@H](CCCCN2CCN(CCc3ccccc3)C(=O)C2=O)N(CC2CCCCC2)C1=O	-1	-3
CN(C)C(=O)CNc1ccn2nc(-c3cccc(Cl)c3)cc2n1	-3	4
COCCCNC1=C(C#N)C(=O)NC2(CCCC2)S1	-4	-4
CCCCN1C(=O)C(CC(=O)NC2CCCC2)CC(C(=O)N(C)C)=C1C (stereo not given)	-2	-13
Cc1cccc(N(CC(=O)NCc2ccco2)S(=O)(=O)c2ccccc2)c1	-4	4
COc1ccc(C=C2NC(=O)NC2=O)cc1O	2	-10
C[C@@H]1CN([C@@H](C)CO)S(=O)(=O)c2ccc(Br)cc2O[C@H]1CN(C)C(=O)c1ccccc1F	8	-3
C#CCN(C[C@H]1[C@H](OC(=O)NCc2ccc(OC)c(OC)c2)[C@H](OC(=O)NCc2ccc(OC)c(OC)c2)C[C@H]2C(=O)N(c3ccccc3)C(=O)[C@@H]12)S(=O)(=O)c1ccc(C)cc1	-1	2
COc1ccccc1C#CC1=CC(=O)CC(C)(C)C1	0	0
CNC(=O)C[C@H]1C(=O)N(CCc2ccccc2)C[C@@H]1CSC	8	-6
COc1ccc(CC(N)c2csc(Nc3cc(Oc4ccccc4)ncn3)n2)cc1 (stereo not given)	-15	-1
O=S1(=O)CC(N2CCN(CCO)CC2)CN1Cc1cn(Cc2cccc(C(F)(F)F)c2)nn1 (stereo not given)	-8	-3
CCc1nc2ccc(C(=O)NCCN3CCOCC3)cn2c1N(CCC(C)C)CCN(C)C	1	-13
Cc1cccc(C(=O)NNC(=O)C2CCCCC2)c1O	10	8
N#Cc1cccc(NC(=O)c2cc(C3CCCCN3C(=O)c3cccs3)on2)c1 (stereo not given)	-4	3
CCOC(=O)C1(C)CCN1C(=O)c1ccc(OC)cc1OC (stereo not given)	0	-7
COc1ccncc1-c1ccc(C2=CC(=O)CC(C)(C)C2=O)cc1	-6	9
Cc1ccsc1C(=O)N1CCC1(C)C(=O)NS(=O)(=O)c1ccc(C#N)cc1 (stereo not given)	-1	3
Cc1cccc(C)c1-n1nnnc1C(C1CC1)N1CCN(C/C=C/c2ccccc2)CC1 (stereo not given)	11	44*
COc1ccc(-c2coc3c(C(=O)Nc4cccc(NS(C)(=O)=O)c4)cccc23)c(C)c1	-1	3
CC(C)CNC(=O)c1ccc(-c2ccc(F)c(F)c2)c2ccoc12	12	11
CN1CCN(C(=O)c2cc3c(c(-c4cccc(C#CC(C)(C)O)c4)n2)[C@@H](CCO)N(S(=O)C(C)(C)C)C3)CC1 (stereo not given in full)	-3	-4
COc1ccc(-c2coc3c(C(=O)Nc4cc(OC)c(OC)c(OC)c4)cccc23)c(C)c1	-8	19
COc1ccc(C(=O)N/C(=C\c2cn(S(=O)(=O)N(C)C)c3ccccc23)C(=O)N2CCCC2)cc1	3	7
Nc1ccccc1SC(CC(=O)c1ccccc1)c1cccc([N+](=O)[O-])c1 (stereo not given)	31	2
O=C1C(=O)C(Cl)=C(Cl)C(Cl)=C1Cl	-1	-7
CC(C)(C)C(=O)c1c(N)[nH]c(C(=O)c2ccccc2)c1-c1ccc(Br)cc1	0	-8
O=C1NCCN1CCNc1nc(NCc2ccccc2)nc2ccsc12	-7	5
C[C@H]1CN([C@@H](C)CO)C(=O)CCCn2cc(nn2)CO[C@@H]1CN(C)C(=O)Nc1cccc2ccccc12	-14	-12
CCN(CC(=O)NC(C)(C)C)C(=O)c1cccc(S(=O)(=O)N2CC3(C)CC2CC(C)(C)C3)c1 (stereo not given)	3	4
COc1cc(CNC[C@H]2O[C@@H](n3ccc(N)nc3=O)[C@H](O)[C@@H]2O)ccc1OCc1ccc(C)cc1	5	-4
CC(C)c1ccc(C(=O)N2CCOCC2c2cc(C(=O)Nc3ccccc3)no2)cc1 (stereo not given)	4	-9
Cc1ccc(S(=O)(=O)NCCc2nnc3ccc(N4CCOCC4)nn23)cc1	5	-3
COc1ccc(C=CC(=O)c2ccc(OC)c(OC)c2)cc1O	4	4
Cc1ccc(S(=O)(=O)NN(Cc2ccccc2)Cc2ccccc2)cc1	4	0
OCCNc1ncnc2c1ncn2[C@H]1CN(Cc2ccc(Cl)cc2)C[C@@H](CO)O1	-1	5
CCC(C)C(CO)NCCCn1cnc2c(SC)ncnc21 (stereo not given)	-1	-2
CC1(C(=O)NCc2cccnc2)Cc2c(-c3cccc(C(F)(F)F)c3)ccnc2O1 (stereo not given)	3	1
C[C@@H]1CN([C@H](C)CO)C(=O)CCCn2cc(nn2)CO[C@H]1CN(C)S(=O)(=O)c1ccc(Oc2ccccc2)nc1	0	-5
Cc1csc(=O)n1CCC(=O)OCC(=O)N(C)c1c(N)n(Cc2ccccc2)c(=O)[nH]c1=O	-8	-5
CCCCNC(=O)c1nc(C2CCN(S(=O)(=O)c3ccc(F)c(F)c3)CC2)oc1-c1cccc(C(F)(F)F)c1	-6	10
COC(=O)[C@]12CCCCC=C1N(Cc1ccccc1)C(=O)[C@H](CC(=O)NCC1CCCCC1)C2	8	5
CCN1C(=O)c2cccc3c(S(=O)(=O)N(C)C)ccc1c23	-13	-4
CC1(C)Cc2c(sc(NC(=O)Cc3ccccc3)c2C#N)C(C)(C)N1	0	2
COc1ccc(C(=O)N(c2c(C)cccc2C)C(COC(C)=O)COC(C)=O)cc1	2	-1
COc1ccc(-c2csc(C(C)(O)c3cccc(F)c3)n2)cc1OC (stereo not given)	7	18
COCCNc1nc(NCCN2CCNC2=O)c2sc(-c3ccccc3)cc2n1	4	1
Oc1cccc2cc(Nc3ccccc3)cnc12	-4	-7
Cc1cc(C)cc(Cn2cc(CN3CC(N4CCCC4)CS3(=O)=O)nn2)c1 (stereo not given)	2	-4
C[C@H]1CN([C@@H](C)CO)C(=O)c2cc(C#Cc3cccnc3)cnc2O[C@H]1CN(C)Cc1ccc(F)cc1	-1	1
O=C(Nc1ccc(F)c(Cl)c1)c1cc(C2CCCCN2C(=O)CCCc2ccccc2)on1 (stereo not given)	2	21
O=C(Nc1ccc2c(c1)CN(C(=O)Nc1ccc(F)cc1)CC2)c1ccccn1	-4	19
CC(=O)N1CCc2cc(NC(=O)C3(C)CCN3Cc3ccccc3Cl)ccc21 (stereo not given)	3	7
COc1ccc(F)cc1-c1cc(C(=O)NCc2cc(C(F)(F)F)cc(C(F)(F)F)c2)[nH]n1	2	15
CCN(CC)C(=O)c1cccc(-c2csc(C(O)c3ccc(F)c(OC)c3)n2)c1 (stereo not given)	1	6
CC1(C(=O)NS(=O)(=O)c2ccc(C#N)cc2)CCN1C(=O)CC1CC1 (stereo not given)	2	-3

Taken from above.
Oc1cccc2cc(Nc3ccccc3)cnc12 in CXCR6 block shows -4
O=C(Nc1ccc(F)c(Cl)c1)c1cc(C2CCCCN2C(=O)CCCc2ccccc2)on1 (stereo not given) in EBI2 block shows 21
COc1ccc(F)cc1-c1cc(C(=O)NCc2cc(C(F)(F)F)cc(C(F)(F)F)c2)[nH]n1 in EBI2 block shows 15
Cc1cc(C)cc(Cn2cc(CN3CC(N4CCCC4)CS3(=O)=O)nn2)c1 (stereo not given) in CXCR6 block shows 2
O=C(Nc1ccc2c(c1)CN(C(=O)Nc1ccc(F)cc1)CC2)c1ccccn1 in CXCR6 block shows -4
CC1(C(=O)NS(=O)(=O)c2ccc(C#N)cc2)CCN1C(=O)CC1CC1 (stereo not given) in CXCR6 block shows 2
COc1ccc(-c2csc(C(C)(O)c3cccc(F)c3)n2)cc1OC (stereo not given) in CXCR6 block shows 7

(more compounds)
SMILES	CXCR6 block	EBI2 block
Cc1ccc2c(=O)n3c(nc2c1)C(Cc1ccc(O)cc1)NC(=O)c1cc2ccccc2cc1-3 (stereo not given)	1	10
CC(=O)N1CCc2cc(NC(=O)C3(C)CCN3Cc3ccccc3OC(F)F)ccc21 (stereo not given)	8	10
CC1(Cc2ccc(S(C)(=O)=O)cc2)C(=O)Nc2ccc(Cl)cc21 (stereo not given)	-1	-10
C[C@H](CO)N1C[C@H](C)[C@H](CN(C)C(=O)Nc2ccc(-c3cccs3)cc2)OCc2cnnn2CCCC1=O	12	-3
CCCCN1C(=O)C(CC(=O)NCCCN(C)C)CC(C(=O)N(C(C)C)C(C)C)=C1C (stereo not given)	4	-12
CC1(C(=O)NS(=O)(=O)c2cccc(C#N)c2)CCN1C(=O)c1ccccc1CCc1ccccc1 (stereo not given)	-5	5
COc1cc(CNC(=O)Nc2nc(C(N)Cc3ccc(Cl)cc3)cs2)cc(OC)c1OC (stereo not given)	-28	-12
Cc1ccc(S(=O)(=O)N2C[C@H]3C(=O)C[C@@H](c4ccccc4F)N(S(=O)(=O)c4ccc(C)cc4)[C@H]3C[C@H]2c2cccc3ccccc23)cc1	2	12
Cc1[nH]ncc1Nc1c(C(C)C)cccc1C(C)C	-3	-1
COC(=O)N(C)C[C@@H]1OCc2cnnn2CCCC(=O)N([C@@H](C)CO)C[C@@H]1C	-6	0
CCC(c1nnnn1-c1ccc2c(c1)OCCO2)N1CCN(Cc2c(F)cccc2Cl)CC1 (stereo not given)	2	10
CCOc1ccc(-c2nc(CSCC(=O)NC3CCN(Cc4ccccc4)CC3)c(C)o2)cc1	4	5
CC(c1nc2ccccc2c(=O)[nH]1)N1CCN(S(=O)(=O)c2ccc(F)c(Cl)c2)CC1 (stereo not given)	-5	59*
CC(=O)Nc1cc(-c2cccc(F)c2)cn2c(-c3ccc(F)c(Cl)c3)cnc12	15	22
COc1ccc(SCC(O)Cn2c3ccccc3c3ccccc32)c(OC)c1 (stereo not given)	-6	1
CCNC(=O)C1(C)CCN(C(=O)c2ccc(OC)cc2OC)C1 (stereo not given)	2	-13
CCCCNC(=O)C1(C)CCCCN1C(=O)c1oc2ccccc2c1C (stereo not given)	-3	1
CN(C)CCN1CCN(C2CN(Cc3cn(Cc4ccccc4C(F)(F)F)nn3)S(=O)(=O)C2)CC1 (stereo not given)	-3	-6
Cc1ccc(-c2cnc(C(O)c3ccc(Cl)c(F)c3)[nH]2)cc1 (stereo not given)	-5	-1
CC(=O)c1ccc(OCc2nnn(CC(=O)NS(=O)(=O)c3ccc(C)cc3)c2-c2ccccc2)cc1	1	0
O=C(Nc1nnc([C@@H]2C[C@H](O)[C@@H](CO)O2)s1)c1c(F)cccc1F	-2	1
COc1cc(NC(=O)c2ccc(-c3ccnn3C)c3ccoc23)cc(OC)c1OC	1	2
CCOC(=O)N(C)c1c(CC)nc2c(OCc3ccc(Cl)cc3)cccn12	0	6
CCOc1ccc(CCNC(=O)COC(=O)c2n[nH]c3ccccc23)cc1OCC	0	2
CC(C)Cn1cc(-c2cncc3nccn23)cn1	-4	4
COc1ccc(NC(=O)C2(C)CCN2Cc2ccc(C(C)C)cc2)cc1OC (stereo not given)	0	-6
CCN(CC)C(=O)C1=C(C)N(CCCOC)C(=O)C(CC(=O)NCc2cccs2)C1 (stereo not given)	6	-10
O=C(c1cc(C2CCCCN2C(=O)OCCF)on1)N1CCOCC1 (stereo not given)	7	-2
O=C(C[C@H]1C[C@@H]2c3cc(NC(=O)c4cccnc4)ccc3O[C@@H]2[C@H](CO)O1)NCc1ccncc1	1	-5
COC(=O)c1ccc2nc(-c3ccccc3)c(Cc3ccc(C)cc3)n2c1	22	21
CCCS(=O)(=O)NC(=O)C1(C)CCCN(C(=O)c2ccc(OC)cc2OC)C1 (stereo not given)	-1	-5
COc1ccc(CNC[C@H]2O[C@@H](n3ccc(=O)[nH]c3=O)[C@H](O)[C@@H]2O)cc1	-3	1
CC1(C(=O)NS(=O)(=O)c2ccccc2Cl)CCN1C(=O)Cc1cccs1 (stereo not given)	2	-12
Cc1ccc2nc(-c3cccc(Br)c3)c(Cc3ccccn3)n2c1	3	-8
Cc1noc(C)c1-c1ccc(C(=O)NCc2ccccc2)c2occc12	6	-1
CC1(Oc2cccnc2Cl)CCN(Cc2ccc(OC(F)(F)F)cc2)C1 (stereo not given)	-6	0

Overlap with the part before: four entries, then new ones.
SMILES	CXCR6 block	EBI2 block
CC1(C(=O)NS(=O)(=O)c2ccccc2Cl)CCN1C(=O)Cc1cccs1 (stereo not given)	2	-12
Cc1ccc2nc(-c3cccc(Br)c3)c(Cc3ccccn3)n2c1	3	-8
Cc1noc(C)c1-c1ccc(C(=O)NCc2ccccc2)c2occc12	6	-1
CC1(Oc2cccnc2Cl)CCN(Cc2ccc(OC(F)(F)F)cc2)C1 (stereo not given)	-6	0
Cc1cn([C@H]2C[C@H](O)[C@@H](/C=C/C(=O)NCCc3ccc(S(N)(=O)=O)cc3)O2)c(=O)[nH]c1=O	-1	-10
C[C@H](CO)N1C[C@H](C)[C@H](CN(C)S(C)(=O)=O)OCc2cnnn2CCCC1=O	2	-4
COc1ccc(NC(=O)C2CC2(Cl)Cl)cc1S(=O)(=O)N1CCCCC1 (stereo not given)	0	2
Cc1ccc(Cc2c(-c3cccc(Br)c3)nc3ccc(Br)cn23)cc1	4	-1
O=NN(Cc1cccnc1)Cc1cccnc1	1	-5
CC(=O)NC(c1ccc(F)c(F)c1)c1nc(-c2cccc(F)c2)cs1 (stereo not given)	5	-2
COc1ccc(C=O)c(-c2c(CCO)sc3ccccc23)c1	3	-7

3 compounds from above, sorted by the number in CXCR6 block, largest number first:
SMILES	CXCR6 block	EBI2 block
CC(=O)NC(c1ccc(F)c(F)c1)c1nc(-c2cccc(F)c2)cs1 (stereo not given)	5	-2
COc1ccc(C=O)c(-c2c(CCO)sc3ccccc23)c1	3	-7
COc1ccc(NC(=O)C2CC2(Cl)Cl)cc1S(=O)(=O)N1CCCCC1 (stereo not given)	0	2

Not all compounds are listed; count on the stated rates, not on these rows.
